TMEM16A act: TMEM16A chloride channel activators or potentiators, primary screen, cell-based, HTS. HEK293 TMEM16A/YFP-H148Q/I152L, iodide quench fluorescence; stronger effect = lower value. hit rate 0.3% among 340,000. B-score at 10 µM. Anoctamin-1 (Mus musculus), Q8BHY3. AID 623877, 2012;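 active = fluorescence-ratio B-score plate-corrected deviation score at least 3 library SD below zero, with starting fluorescence score within 5 deviations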;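 note: channel opened by trigger with iodide after compound preincubation; score built on the fluorescence ratio of max minus min over baseline; more negative score means more quench and so TMEM16A activation or potentiation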
MrgX1 PAM: positive allosteric modulators of MrgX1, primary screen, HEK293 cells, Fluo-4 calcium flux | FDSS; stronger effect = higher value | B-score at 10 µM | Mas-related G-protein coupled receptor member X1 (Homo sapiens), Q96LB2 | hit rate 0.63% among 310,000;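 active = plate-corrected calcium response at least 3 library SD above typical, normal starting fluorescence, not activating the receptor alone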;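 note: compound read alongside a low EC10 to EC30 dose of BAM8-22 agonist; peak minus trough fluorescence over baseline measured at the second addition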
Target sequence (Q96LB2 whole entry, looked up): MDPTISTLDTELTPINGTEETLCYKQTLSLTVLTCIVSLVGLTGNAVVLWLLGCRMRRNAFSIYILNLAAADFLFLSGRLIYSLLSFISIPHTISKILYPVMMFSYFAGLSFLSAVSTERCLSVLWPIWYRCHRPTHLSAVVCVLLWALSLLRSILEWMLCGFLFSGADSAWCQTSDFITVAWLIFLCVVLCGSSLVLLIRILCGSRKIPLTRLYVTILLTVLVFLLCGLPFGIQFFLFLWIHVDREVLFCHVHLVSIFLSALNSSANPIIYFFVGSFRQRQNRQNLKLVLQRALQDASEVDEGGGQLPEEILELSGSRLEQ
KCNK9 inh: KCNK9 potassium channel inhibitors, primary screen, HEK293 cells, thallium flux | Potassium channel subfamily K member 9 (Homo sapiens), Q9NPC2 | FluxOR thallium flux fluorescence; stronger effect = lower value | B-score at 10 µM | hit rate 1.2% among 310,000;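 active = ratio B-score over 3 SD below the library mean, with starting fluorescence within 5 SD of its mean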;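 note: negative B-score means less thallium flux so channel inhibition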
TMEM16A inh: TMEM16A chloride channel inhibitors, primary screen, cell-based, HTS; HEK293 TMEM16A/YFP iodide influx fluorescence, ionomycin; normalized B-score (activity score, 25-100; higher = stronger inhibition) at 10 µM; hit rate 1.2% among 310,000;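 active = ratio plate-corrected score three or more library SD toward inhibition, starting fluorescence score within five deviations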;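 note: score derived from kinetic fluorescence span divided by baseline fluorescence per well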
RGS4 act: RGS4 potentiators or activators, primary screen, cell-based, HEK293 M3R inducible RGS4, calcium flux | carbachol calcium flux Fluo4; stronger effect = lower value | B-score at 10 µM | hit rate 0.92% among 310,000;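 active = B-score of the integrated calcium signal more than 4 SD below the library mean, with starting fluorescence not abnormally high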;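 note: negative B-score means reduced calcium response which marks RGS4 activation or potentiation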
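Detection: kinetic calcium fluorescence imaging with Fluo4-AM dye, 2 µM / Material: HEK293 cells with stable M3R and inducible RGS4 / Schedule: recording 10 s baseline at 1 Hz, 100 s post-agonist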
RGS4 inh: RGS4 inhibitors, primary screen, cell-based, HEK293 M3R inducible RGS4, calcium flux | Regulator of G-protein signaling 4 (Homo sapiens), P49798 | Fluo-4 calcium flux; stronger effect = higher value; triggered by carbachol at its EC20 | B-score at 10 µM | hit rate 0.45% among 310,000 | AID 463165, 2010;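 active = B-score, a plate-corrected calcium signal, over three deviations above library mean, with baseline fluorescence within five deviations of library mean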;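 note: RGS4 expression induced by doxycycline in cells with stable M3 receptor; B-score is computed from the integrated fluorescence ratio over baseline after carbachol; higher B-score means a larger calcium signal and so more RGS4 inhibition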
Target sequence (P49798 whole entry, looked up): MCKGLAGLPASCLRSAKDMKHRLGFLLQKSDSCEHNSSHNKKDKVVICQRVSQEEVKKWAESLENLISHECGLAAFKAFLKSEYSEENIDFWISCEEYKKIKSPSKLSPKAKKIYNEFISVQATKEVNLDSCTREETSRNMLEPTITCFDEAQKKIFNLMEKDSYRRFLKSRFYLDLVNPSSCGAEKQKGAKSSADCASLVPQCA
hERG protect: hERG rescue from dofetilide block, primary screen, cell-based, CHO-hERG, FluxOR thallium flux, dofetilide IC70 | Voltage-gated inwardly rectifying potassium channel KCNH2 (Homo sapiens), Q12809 | dofetilide IC70 present | activation (rescue from dofetilide block), less the hit threshold, % at 10 µM | hit rate 0.51% among 310,000;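 active = activation above the mean of controls blocked by dofetilide plus 5 SD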;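 note: thallium influx through hERG after potassium depolarization seen as dye fluorescence rise; in these data hits start at about 4.7%; inactives centre near -7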
KCNQ1 act: potentiators or activators of KCNQ1 channel, primary screen, cell-based, thallium flux, high-throughput | Potassium voltage-gated channel subfamily KQT member 1 (Homo sapiens), P51787 | CHO-K1 KCNQ1, thallium flux FluxOR fluorescence; stronger effect = higher value | B-score at 10 µM | hit rate 0.35% among 310,000 | AID 2648, 2010;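 active = fluorescence ratio B-score, a plate-corrected score, at least three library SD, with initial intensity B-score within 5 SD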
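Material: CHO-K1 cells stably expressing KCNQ1. Medium: assay buffer for compound exposure, DMSO matched across wells. Reagent: K+/Tl+ depolarizing stimulus. Compound dosing: single-concentration screen. Times: 37 °C overnight plating, 90-min dark dye load, 20-min compound pretreatment. Technique: FluxOR Tl+ flux fluorescence.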
KCNK3 inh: human KCNK3 channel inhibitors, primary screen, CHO cells, FluxOR thallium flux, B-score | Potassium channel subfamily K member 3 (Homo sapiens), O14649 | FluxOR fluorescence; stronger effect = lower value | B-score at 10 µM | hit rate 0.84% among 340,000 | AID 602410, 2012;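 active = B-score under library mean minus 4 SD, starting fluorescence ratio at most library mean plus 5 SD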;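 note: more negative B-score means stronger inhibition of thallium flux through KCNK3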
Target sequence (O14649 whole entry, looked up): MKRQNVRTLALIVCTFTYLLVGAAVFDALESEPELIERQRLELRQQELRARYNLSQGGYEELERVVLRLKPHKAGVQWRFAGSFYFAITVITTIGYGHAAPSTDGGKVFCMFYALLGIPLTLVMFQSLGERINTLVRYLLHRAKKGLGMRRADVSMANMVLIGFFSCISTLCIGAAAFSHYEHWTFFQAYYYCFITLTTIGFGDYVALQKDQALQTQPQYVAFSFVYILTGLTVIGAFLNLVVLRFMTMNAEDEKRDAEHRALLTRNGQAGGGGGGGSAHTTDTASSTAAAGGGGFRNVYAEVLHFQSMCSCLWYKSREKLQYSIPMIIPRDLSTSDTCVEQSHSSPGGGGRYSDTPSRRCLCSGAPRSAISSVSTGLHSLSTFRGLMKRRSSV
MrgX1 agonist: agonists of human MrgX1 receptor, primary screen, HEK293 cells, Fluo-4 calcium flux; B-score at 10 µM; hit rate 0.44% among 310,000; Fluo-4 calcium fluorescence, agonist mode; stronger effect = higher value; Mas-related G-protein coupled receptor member X1 (Homo sapiens), Q96LB2;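 active = calcium response B-score plate-corrected fluorescence ratio at least 3 library SD, with starting fluorescence B-score inside 5 SD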
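Assay system: stable human MrgX1 HEK293 cell line. Quantity: 15,000 cells per well. Schedule: cells plated overnight, dye loaded 0.5 h 37 °C, 0.5 h room temperature. Detection: Fluo-4 NW calcium-flux fluorescence, kinetic read. Read-out basis: peak-minus-minimum fluorescence over baseline, converted to B scores. Control set: positive and negative control wells on each plate.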
KCNQ1 block: inhibitors of human KCNQ1 channel, primary screen, cell-based, thallium flux, high-throughput. Potassium voltage-gated channel subfamily KQT member 1 (Homo sapiens), P51787. AID 2642, 2010. B-score at 10 µM. CHO-K1 KCNQ1, FluxOR thallium flux fluorescence; stronger effect = higher value. hit rate 1.3% among 310,000;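 active = compounds whose thallium flux B-score, printed positive for inhibition, exceeds three library SD while starting fluorescence stays within three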;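 note: channel opened by potassium depolarization with thallium stimulus after 20 min compound exposure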
An asterisk follows results filed as active; i = inactive; · = not tested or not shown.

SMILES	TMEM16A act	MrgX1 PAM	KCNK9 inh	TMEM16A inh	RGS4 act	RGS4 inh	hERG protect	KCNQ1 act	KCNK3 inh	MrgX1 agonist	KCNQ1 block
COCCn1c(NCc2ccccc2)nc2c1c(=O)[nH]c(=O)n2C	i	i	i	i	i	i	-4.9	i	i	i	i
C[n+]1ccc(C(=O)NCc2ccccc2)cc1	i	i	i	i	i	i	-3.3	i	i	i	i
O=C(c1ccccc1CCc1ccccc1)N1CCCC1	i	i	i	i	i	i	-8.7	i	i	i	i
CC1(C)CC(=O)C2=C(C1)c1c(ccc3ccccc13)NC2c1cc([N+](=O)[O-])cc([N+](=O)[O-])c1O (stereo not drawn)	i	i	i	i	i	i	-12.4	i	i	i	i
Cc1cccc2cc(C#N)c(N3CCC(O)CC3)nc12	i	i	i	i	i	i	-8.5	i	i	i	i
CSc1cccc(CN2CCN(CCc3ccccc3)C(CCO)C2)c1 (stereo not drawn)	i	i	i	i	i	i	-6.7	i	i	i	i
CCCc1cc(C(=O)Nc2ccc(F)cc2F)no1	i	i	i	i	i	i	-2.5	i	i	i	i
O=C(O)[C@H](Cc1c[nH]c2ccccc12)Nc1ncccc1[N+](=O)[O-]	i	i	i	i	i	i	-8.3	i	i	i	i
Cc1cc(NC(=O)COC(=O)C2CCC(=O)N2)c([N+](=O)[O-])cc1C (stereo not drawn)	i	i	i	i	i	i	-12.4	i	i	i	i
Cc1ccn(CC(=O)N2N=C(C(F)F)CC2(O)C(F)F)n1 (stereo not drawn)	i	i	i	i	i	i	-6.4	i	i	i	i
O=C(c1ccccc1[N+](=O)[O-])N1N=C(c2ccccc2)CC1(O)C(F)(F)F (stereo not drawn)	i	i	i	i	-9.28*	i	1.0	i	i	i	i
Cc1ccc(S(=O)(=O)N(CC(=O)N2CCCCCC2)c2ccccc2F)cc1	i	i	i	i	i	i	-8.7	i	i	i	i
COc1ccc(NC(=O)Cc2ccc(C)cc2)c([N+](=O)[O-])c1	i	i	i	i	i	i	-1.8	i	i	i	i
CCN(CC)S(=O)(=O)c1ccc(Cl)c(C(=O)NCCN2CCOCC2)c1	i	i	i	i	i	i	-6.2	i	i	i	i
O=C1CSC(c2cccc([N+](=O)[O-])c2)N1c1c(F)cccc1F (stereo not drawn)	i	i	i	i	i	i	-9.1	i	i	i	i
CC(C)CCn1nnnc1C(c1ccccc1)N1CCN(C)CC1 (stereo not drawn)	·	i	i	i	i	i	-4.6	i	i	i	i
CCOC(=O)c1c(-c2ccc(OC)cc2)cn2ccccc12	i	i	i	i	i	i	-4.2	i	i	i	i
N#CC(C#N)=C1C=CC=CN1/C(=C\c1ccco1)C(=O)c1ccc(Cl)cc1	i	i	·	i	·	·	·	·	i	i	·
CCCCNS(=O)(=O)c1ccc2nc(-c3cccnc3)cc(C(=O)NC3CCCC3)c2c1	i	i	i	i	i	i	-14.2	i	i	i	i
CC1CCN(CCCNC(=O)c2ccc3c(=O)n(CCc4ccccc4)c(=O)[nH]c3c2)CC1	i	i	i	i	i	i	-19.0	i	i	i	i
Cc1ccc(C(=O)NCC(=O)N/N=C/c2cccs2)cc1C	i	i	i	i	i	i	-9.0	i	i	i	i
C=CCN(C(=O)C1=NN(C2CCS(=O)(=O)C2)C(=O)CC1)c1nc(-c2ccc([N+](=O)[O-])cc2)cs1 (stereo not drawn)	-4.68*	i	i	i	i	i	-12.6	i	i	i	i
Cc1cc(C)n2nc(C)c(-c3ccccc3)c2n1	i	i	i	i	i	i	-4.8	i	i	i	i
O=c1c2ccccc2nnn1CSc1nnc(-c2cccs2)n1Cc1ccccc1	i	i	i	i	i	i	-6.8	i	i	i	i
CCCC1COC(Cn2cncn2)(c2ccc(C)cc2)O1 (stereo not drawn)	i	i	i	i	i	i	-4.3	i	i	i	i

(continued)
SMILES	TMEM16A act	MrgX1 PAM	KCNK9 inh	TMEM16A inh	RGS4 act	RGS4 inh	hERG protect	KCNQ1 act	KCNK3 inh	MrgX1 agonist	KCNQ1 block
c1ccc(-c2nc(N3CCCCCC3)nc(-n3ccnc3)n2)cc1	i	i	-6.97*	i	-8.65*	i	-11.2	i	-10*	i	i
COc1ccc(S(=O)(=O)n2c([N+](=O)[O-])cnc2C)cc1OC	i	i	i	i	i	i	-7.1	i	i	i	i
O=C1OC2CCC1(c1ccccc1)C2 (stereo not drawn)	i	i	i	i	i	i	-4.5	i	i	i	i
Cn1c(Cn2c(=O)sc3ccccc32)nnc1SCc1ccccc1F	i	i	i	i	i	i	-7.6	i	i	i	i
CC(C)(C)NC(=O)CSc1nnc(C2CC2)n1Cc1ccccc1	i	i	i	i	i	i	-6.3	i	i	i	i
Cc1cc([N+](=O)[O-])cc(/C=N/n2c(C)nc3ccccc3c2=O)c1O	i	i	i	i	i	i	-10.1	i	i	i	i
CCn1cc(C(=O)NCc2ccc3c(c2)OCO3)c(=O)c2cc(F)c(N3CCN(C)CC3)cc21	i	i	i	i	i	i	-2.8	i	i	i	i
COc1cc(NC(=O)C(=O)NCCN(C)C)c(OC)cc1Cl	i	i	i	i	i	i	-6.9	i	i	i	i
CC(=O)c1c(C)n(-c2ccc(Cl)cc2)c2ccc(O)cc12	i	i	i	i	i	i	-3.5	i	i	i	i
O=C(Cc1ccccn1)c1ccc(O)cc1O	i	i	i	i	i	i	-6.1	i	i	i	i
CCn1nnc(-c2ccccc2NC(=O)c2cccc(-n3cnnn3)c2)n1	i	i	i	i	i	i	-5.4	i	i	i	i
CCOC(=O)CCNC(C(=O)OCC)c1ccccc1 (stereo not drawn)	i	i	i	i	i	i	-8.2	i	i	i	i
O=C(CSCc1ccc(Cl)cc1)N1CCN(Cc2ccc3c(c2)OCO3)CC1	·	i	i	100*	i	i	1.2	i	i	i	i
CC(C)n1c(SC2C(=O)CC(C)(C)CC2=O)nc2c1c(=O)n(C)c(=O)n2C	i	i	i	i	i	i	-9.2	i	i	i	i
COc1ccc(N(CC(=O)N2CCN(c3ccc(F)cc3)CC2)S(=O)(=O)c2c(C)noc2C)cc1	i	i	i	i	i	i	-12.2	i	i	i	i
COc1cc2c(cc1OC)CN(C(=O)CN1CCN(S(=O)(=O)c3ccccc3)CC1)CC2	i	i	i	i	i	i	-9.1	i	i	i	i
CC1=Nc2cc([N+](=O)[O-])ccc2NC(C)(C)C1	i	i	i	i	i	i	-17.9	i	i	i	i
COc1c(S(=O)(=O)N2CCCCC2)ccc2c(S(=O)(=O)N3CCCCC3)cccc12	i	i	·	i	·	·	·	·	i	i	·
COc1cccc(-n2nnc3c(=O)n(Cc4ccc(C)cc4)cnc32)c1	i	i	i	i	i	i	-8.3	i	i	i	i
O=C(NCCN1CCN(C(=O)c2ccc(F)cc2)CC1)C(=O)NCc1ccccc1	i	i	i	i	i	i	-9.2	i	i	i	i
CCNC(=S)Nc1ccc(OCC)cc1	i	i	i	i	i	i	-7.4	i	i	i	i
COc1ccc(NC(=O)NCc2cccnc2)cc1	i	i	i	i	i	i	-6.9	i	i	i	i
CCCc1nc2c(nnn2Cc2ccccc2F)c(=O)[nH]1	i	i	i	i	i	i	0.6	i	i	i	i
CCOC(=O)c1c(-c2ncc(C(F)(F)F)cc2Cl)noc1C	i	i	i	i	i	i	-6.7	i	i	i	i
CCOc1ccc(N2C(=O)C(c3ccccc3)=C(c3nc4ccccc4s3)C2NC(C)=O)cc1 (stereo not drawn)	i	i	i	i	i	i	-2.4	i	i	i	i

Other structures follow.
SMILES	TMEM16A act	MrgX1 PAM	KCNK9 inh	TMEM16A inh	RGS4 act	RGS4 inh	hERG protect	KCNQ1 act	KCNK3 inh	MrgX1 agonist	KCNQ1 block
C=CCNc1nc(Nc2ccc([N+](=O)[O-])cc2)nc(OCC)n1	i	i	i	i	i	i	-1.8	i	i	i	i
CCOC(=O)C1=C(c2ccccc2)NC(=S)NC1c1ccc(Cl)cc1 (stereo not drawn)	i	i	i	i	i	i	-7.0	i	i	i	i
COc1cccc(/C=C2\SC(=S)N(CCCC(=O)Nc3cc(C)on3)C2=O)c1	i	i	i	i	i	i	-9.5	i	i	i	i
CCOC(CNc1c([N+](=O)[O-])c(=O)n(C)c(=O)n1C)OCC	i	i	i	i	i	i	-5.6	i	i	i	i
O=C(Nc1nc2ccccc2[nH]1)C1CCC1	i	i	i	i	i	i	-16.0	i	i	i	i
COc1ccc(C(=O)N=C2SC3CS(=O)(=O)CC3N2Cc2ccc(OC)c(OC)c2)cc1 (stereo not drawn)	i	i	i	i	i	i	-9.0	i	i	i	i
COC(=O)Cn1c2nc3ccccc3nc2c2cccc(C)c21	·	i	i	i	i	i	-5.8	i	i	i	i
COc1ccc(CCNC(=O)CCc2cn(C)c3ccccc23)c(OC)c1OC	i	i	i	i	i	i	0.5	i	i	i	i
Cc1ccc(S(=O)(=O)NC(=O)c2cc(C)n(-c3ccc(N(C)C)cc3)c2C)cc1	i	i	i	i	i	i	-11.5	i	i	i	6*
O=C(NNS(=O)(=O)c1ccc(F)cc1)c1cc(Cl)ccc1O	i	i	i	i	i	i	-11.6	i	i	i	i
CCn1c(COc2cccc(OC)c2)nnc1SCC(=O)NC1CCCC1	i	·	i	·	i	i	-10.0	i	i	·	i
O=C(O)C1=C[C@H](c2coc3ccccc3c2=O)C[C@H](OCCCCO)O1	i	i	i	i	i	i	-6.9	i	i	i	i
